Screens: PubChem, National Center for Advancing Translational Sciences (NCATS)
Glioma ERSR ind: inducers of ER stress response in human glioma cells; Potency, µM, for the others: at the top dose activation, hits mostly activators; U87-MG GRP78 promoter luciferase reporter, 16 h; AID 602332; actives 0.02% (n = 420,000); note: potency is the fitted concentration of half-maximal effect; series mostly up to about 76 µM; % of control where 0% means no effect; nearly all actives have a fitted effect of over 35% in size
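ERSR induction read as luciferase luminescence (Bright-Glo, 10 min at room temperature) in stably transfected human U87-MG glioma cells exposed to compounds for 16 h, using GRP78 as sensor.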
Vif-APOBEC3F blk: Vif-A3F binding inhibition | HeLa A3F-eYFP + Vif (tagged APOBEC3F with the HIV-1 protein that degrades it), YFP fluorescence increase | Potency, µM (top dose mostly 46.1 µM), for inactives: top-dose activity, negative = active | actives 0.2% (n = 390,000) | AID 602313; note: potency is the fitted concentration of half-maximal effect; % of control where 0% means no effect; nearly all actives have a fitted effect of over 65% in size
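HeLa cells stably expressing Vif plus C-terminally eYFP-tagged A3F were seeded, incubated overnight at 37 deg C, dosed with compound, incubated overnight again at 37 deg C. Yellow fluorescence (Ex 488/Em 500-530) reported blocked Vif-mediated A3F-eYFP degradation.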
RGS4 inhibitor: human RGS4 inhibition | AID 504845 | Potency, µM (titrated, usually from 114 µM), for the others: top-dose activity change, negative = inhibition, actives largely listed as inhibitors | P49798 | Transcreener GDP fluorescence polarization, RGS4-accelerated GTP hydrolysis | actives 0.039% (n = 390,000); note: potency is the fitted concentration of half-maximal effect; % is set by controls: 0 for no effect and ±100 for the full control effect; nearly all actives have a fitted effect of over 75% in size; some results filed as inactive show a strong effect at the top dose
Target sequence (P49798 whole entry, looked up): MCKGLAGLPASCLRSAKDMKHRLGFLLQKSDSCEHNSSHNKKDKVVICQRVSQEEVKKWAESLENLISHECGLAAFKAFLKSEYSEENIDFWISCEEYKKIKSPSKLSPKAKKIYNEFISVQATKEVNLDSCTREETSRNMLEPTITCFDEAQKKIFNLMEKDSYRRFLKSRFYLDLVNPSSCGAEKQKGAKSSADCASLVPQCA
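MLSMR compounds (23 nl, pin-transferred) preincubated 10 min at room temperature with a 500nM (2x) first reagent, then RGS4 at 900nM (2x) plus Transcreener GDP mix added; fluorescence polarization (620/688 nm) read before and after 90 min at 30 °C.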
TrxR1 substrate: is turned over as a substrate by rat TrxR1; AID 588456; Potency, µM (doses to about 114 µM), inactives show top-dose activity change, negative = substrate turnover; O89049; purified TrxR1 substrate turnover, NADPH consumption readout; actives 0.01% (n = 390,000); note: potency is the fitted concentration of half-maximal effect; % is set by controls: 0 for no effect and ±100 for the full control effect; nearly all actives have a fitted effect of over 50% in size
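Rat TrxR1, dispensed at 90 nM, was prereduced with 400 uM NADPH (final) for 5 min at ~22 deg C, then incubated with compound 15 min before 400 uM selenite. A first-read NADPH fluorescence drop versus no-compound background flagged substrates.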
Vif-APOBEC3G blk: blocks the Vif interaction with human APOBEC3G; Potency, µM (highest dose often 46.1 µM), for the others: at the top dose activity, negative = active, usual class: inhibitors; HeLa A3G-eYFP + Vif (tagged APOBEC3G with the HIV-1 protein that degrades it), YFP fluorescence, overnight; actives 0.076% (n = 410,000);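 note: potency is the fitted concentration of half-maximal effect; % is set by controls: 0 for no effect and ±100 for the full control effect; nearly all actives have a fitted effect of over 60% in size; hits raise eYFP signal because A3G escapes Vif-driven loss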
Target sequence (Q9HC16 whole entry, looked up): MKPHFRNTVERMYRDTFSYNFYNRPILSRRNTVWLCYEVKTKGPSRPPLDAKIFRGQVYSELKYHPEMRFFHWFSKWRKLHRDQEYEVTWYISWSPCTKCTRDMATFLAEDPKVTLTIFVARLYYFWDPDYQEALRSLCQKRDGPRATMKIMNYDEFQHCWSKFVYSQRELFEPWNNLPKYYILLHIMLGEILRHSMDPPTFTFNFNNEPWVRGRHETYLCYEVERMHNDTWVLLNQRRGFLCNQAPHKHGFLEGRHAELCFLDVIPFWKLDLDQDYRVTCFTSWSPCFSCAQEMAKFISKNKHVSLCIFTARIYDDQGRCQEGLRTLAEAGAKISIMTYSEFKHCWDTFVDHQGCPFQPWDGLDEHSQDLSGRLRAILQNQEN
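Read-out is eYFP fluorescence (Ex 488/Em 500-530) from Vif-expressing HeLa A3G-eYFP cells; more signal means A3G escaped Vif-mediated degradation. Cells plated overnight, compound pinned in, incubated overnight at 37 deg C.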
LDHA block: blocks human lactate dehydrogenase A; P00338; purified LDHA, NADH/diaphorase-resazurin fluorescence; stronger effect = lower value; activity change, % (values are at about 110 or 230 µM); actives 0.15% (n = 480,000); in the data active = activity change below about -30%; inconclusive = mostly about -25% to -30%;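 note: plate controls were DMSO wells for no effect and wells without enzyme for full effect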
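LDH5 2 nM; NADH 0.06 mM, pyruvate 0.2 mM; 200 mM Tris pH 7.4, EDTA, Tween-20; 5 min RT. Detection: diaphorase 0.133 mg/mL + resazurin 37 µM, fluorescence ex540/em590 at 0 and 20 min; normalized to enzyme-free and DMSO wells.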
USP1 inh: inhibitors of human USP1/UAF1 deubiquitinase | O94782 | AID 743255 | Potency, µM (series often up to 57.1 µM), for the others: at the top dose activity change, negative = inhibition, hits mostly inhibitors | recombinant USP1/UAF1, Ub-Rhodamine cleavage fluorescence | actives 0.23% (n = 390,000); note: potency is the fitted concentration of half-maximal effect; % is set by controls: 0 for no effect and ±100 for the full control effect; nearly all actives have a fitted effect of over 60% in size; inactives centre near -12
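1 nM enzyme complex + cpd, 15 min RT; start with Ub-Rho 150nM final; kinetic fluorescence ex 480/em 540, 6 reads q60 s. Buffer 50mM HEPES pH 7.8, 0.5mM EDTA, 0.1 mg/ml BSA, 1mM TCEP, 0.01% Tween-20.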
mIDH1 inhibitor: human IDH1 R132H inhibition | IDH1-R132H enzyme, NADPH consumption, diaphorase/resazurin fluorescence | Potency, µM (doses to about 76.6 µM), for inactives: at the top dose activity change, negative = inhibition, usual class: inhibitors | actives 0.093% (n = 390,000); note: potency is the fitted concentration of half-maximal effect; % is set by controls: 0 for no effect and ±100 for the full control effect; nearly all actives have a fitted effect of over 65% in size
Target sequence (O75874 whole entry R132H, stated change not applied): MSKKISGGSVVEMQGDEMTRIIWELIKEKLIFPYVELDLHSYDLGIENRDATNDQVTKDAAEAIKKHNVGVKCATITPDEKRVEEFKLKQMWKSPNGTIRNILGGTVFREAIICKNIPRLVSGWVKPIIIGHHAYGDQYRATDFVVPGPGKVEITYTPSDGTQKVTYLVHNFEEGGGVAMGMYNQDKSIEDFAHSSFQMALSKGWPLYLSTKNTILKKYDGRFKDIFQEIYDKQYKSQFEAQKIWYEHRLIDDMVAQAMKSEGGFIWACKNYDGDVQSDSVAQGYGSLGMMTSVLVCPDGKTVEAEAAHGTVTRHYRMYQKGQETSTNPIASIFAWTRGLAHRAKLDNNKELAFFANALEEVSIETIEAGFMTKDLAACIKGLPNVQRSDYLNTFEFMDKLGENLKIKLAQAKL
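IDH1-R132H (0.5 ug/mL dispensed) in pH 7.5 Tris buffer was preincubated 30 min with compound, then given a substrate mix of 0.016 mM NADPH and 2 mM alpha-KG for 80 min at room temperature; remaining NADPH was read by diaphorase/resazurin fluorescence.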
TrxR1 inh: inhibitors of rat thioredoxin reductase 1 | O89049 | recombinant rTrxR1, NADPH fluorescence consumption, selenite substrate | Potency, µM (top dose mostly 114 µM), for inactives: at the top dose activity change, negative = inhibition, usual class: inhibitors | actives 1% (n = 390,000); note: potency is the fitted concentration of half-maximal effect; % is set by controls: 0 for no effect and ±100 for the full control effect; nearly all actives have a fitted effect of over 65% in size
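Rat TrxR1 (90 nM in the dispensed reagent) was pre-reduced with 400 uM NADPH for 5 min at room temperature, then incubated with compound for 15 min. After 400 uM selenite was added, NADPH fluorescence (Ex 340/Em 450 nm) was followed for 8 min.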
An asterisk follows results filed as active; ? = inconclusive; . = no result given; & = joins results of further samples; [ ] = dose if it differs, or a comment. Unless noted, calls come from the whole dose curve; as a rule, active = well fitted curve in the direction sought with a large enough effect; inconclusive = small, poorly fitted or top-dose-only effect, or another doubt; inactive = no such curve, though single readings can be large; an effect the other way counts as inactive or inconclusive.

canonical_smiles	Glioma ERSR ind	Vif-APOBEC3G blk	RGS4 inhibitor	USP1 inh	Vif-APOBEC3F blk	TrxR1 inh	TrxR1 substrate	LDHA block	mIDH1 inhibitor
C=CC(COCc1ccccc1)N(Cc1ccc(OC)cc1)S(=O)(=O)c1ccccc1Br (stereo not drawn)	-4%&-3%	1%&3%	-13%&18%	-19%	2%	19%&2%	-6%&-6%	-3	4%
Cc1ccccc1C(=O)Nc1cc(NC(=O)c2ccccc2C)cc(C(=O)O)c1	0%	-1%	18%	-7%	11%	13%[57.1 µM]	8%[57.1 µM]	-5	9%
Clc1ccccc1/C=N/c1cc(-c2ccccc2)nn1-c1ccccc1	2%	-7%	-78%[56.9 µM]	-19%	-4%	-5%	-4%	-2	2%
NS(=O)(=O)c1ccc(CCNC(=O)CN2C(=O)NC(c3ccccc3)(c3ccccc3)C2=O)cc1	-3%	0%	-3%	0%	10%	12%	8%[57.1 µM]	-4	3%
CC(=O)c1ccccc1OCCOc1ccccc1C(C)=O	-5%	2%	8%	-3%	-5%	40%	3%	-10	1%
COc1ccc(NC(=O)C(=O)Nc2ccc3nc4n(c(=O)c3c2)CCCCC4)c(OC)c1	-4%	-2%	26%	?	-5%	-8%	-4%	-7	9%
Cc1cc(C)nc(NS(=O)(=O)c2ccc(NS(=O)(=O)c3ccsc3)cc2)n1	4%	4%	-1%	-17%	-7%	15%	-3%	-2	-8%
CC1CCCN(C(=O)CN2C(=O)c3ccccc3S2(=O)=O)C1 (stereo not drawn)	-6%	1%	?	-8%	-2%	14%	1%	-8	11%
CCCCN(CC)Cc1ccc(CNC(=O)Nc2ccc(OCC)cc2)o1	-4%	-4%	-2%	-9%	-2%	17%	8%	1	-3%
CCc1ccc(C2c3[nH]c4ccccc4c3CCN2C(=O)c2ccc(=O)n(C)n2)cc1 (stereo not drawn)	-2%	-23%	-7%	-20%	-13%	18%	-2%	1	7%
O=C(CNc1ccccc1)N/N=C/c1ccc([N+](=O)[O-])cc1	-2%	-8%	14%[11.4 µM]	-12%	2%	3%	-9%	0	1%
CC(=O)c1cc2c(cc1N(C(=O)c1ccco1)C(C(=O)NC1CCCC1)c1ccccc1F)OCO2 (stereo not drawn)	0%	2%	-21%	-14%	-10%	2%[57.1 µM]	6%[57.1 µM]	-1	-10%
C=CCn1c(SCC(=O)c2ccc(F)cc2)nnc1-c1ccc2c(c1)OCO2	-4%	1%	-19%	-16%	11%	-4%	-1%	-6	0%
Cc1c(NC(N)=O)c(=O)n(-c2ccccc2)n1C	-2%	1%	11%	-20%	-2%	-19%	-10%	-10	-1%
COc1ccc(C(=O)Cn2c(C(=O)/C=C/c3ccccc3)nc3ccccc32)cc1	7%	?	27%	-4%	.	-15%	-9%	-5	5%
O=C(NC1CCCC1)c1ccc2nc[nH]c2c1	9%	-6%	-9%	-17%	1%	23%[57.1 µM]	6%[57.1 µM]	5	10%
Cn1c(CCc2ccccc2)nnc1SCC(N)=O	-2%	4%	12%	-2%	-5%	9%[57.1 µM]	0%[57.1 µM]	-7	0%
CCOC(=O)c1ccc(NC(=O)CC2C(=O)N(c3ccccc3)C(=O)N2C2CCCCC2)cc1 (stereo not drawn)	1%	2%	6%	-17%	-3%	14%	-8%	1	-6%
NNC(=O)CNC(=O)C12CC3CC(CC(C3)C1)C2	-5%	1%	-7%	-3%	-10%	23%[57.1 µM]	-12%[57.1 µM]	0	3%
Cc1nc(C(=O)O)nn1-c1cc(Cl)ccc1Cl	-1%	3%	6%	-29%	-6%	1%	-2%	-2	-3%
CCOC(=O)N1CCN(C(=O)C2CC(=O)N(c3ccc(OC)cc3)C2c2ccc(OC)cc2)CC1 (stereo not drawn)	-3%	1%	7%[11.4 µM]	-5%	5%	26%[57.1 µM]	11%[57.1 µM]	0	2%
Cc1ccc(CNC(=O)CNS(=O)(=O)c2ccc3c(c2)C(C)(C)C(=O)N3C)cc1	-4%	1%	-10%	-18%	-4%	2%[57.1 µM]	8%[57.1 µM]	-3	6%
C/C(N)=C(/C#N)C(=O)CSc1nc2ccccc2c(=O)n1-c1ccccc1C	-2%	1%	22%	-13%	0%	3%	-10%	-3	-2%
CCCCCCCCCCCCC(=O)CCCCC(=O)O	-1%	5%	23%	-8%	-10%	1%[57.1 µM]	-4%	-2	-9%
O=C(NC1CCN(Cc2ccccc2)CC1)c1ccccc1NS(=O)(=O)c1ccc(F)c(F)c1	-1%	3%	-11%	-13%	-13%	0%	1%	0	8%
CCCC(=O)NCC(c1cccs1)S(=O)(=O)c1ccc(C)cc1 (stereo not drawn)	-2%	3%	13%	-8%	-2%	13%	-2%	-3	0%
CC(=O)Nc1ccc(S(=O)(=O)NC(C(=O)O)C(C)C)cc1 (stereo not drawn)	-4%	-1%	18%	-2%	-9%	18%	5%	-5	1%
CN(C)c1ccc(C(=O)c2ccc(N(C)C)c3ccccc23)cc1	0%	-36%	-3%	-22%	-6%	-9%	-13%	0	3%
COC(=O)C1=C[C@@H](C(=O)OC)[C@H]2C3=C(C(=O)[C@@]2(C)NC(=O)c2ccccc2)[C@H](C)C(C(=O)OC)=C(C(=O)OC)[C@@H]3C1	-6%	1%	17%	.	.	-26%	-11%	.	.
Cn1nnnc1SCC(=O)NNC(=O)c1ccc(Cl)cc1	-3%	2%	-12%	-18%	-3%	5%[57.1 µM]	9%[57.1 µM]	-3	-4%
Cc1c(C(=O)N2CCN(S(=O)(=O)c3ccccc3F)CC2)oc2c(Cl)cccc12	-3%	-3%	14%	-4%	-6%	26%	5%	-3	31%[activator]
O=C(NC(=S)Nc1ccc(N2CCCCC2)cc1)c1ccco1	3%	1%	-27%	-17%	3%	?	-3%	2	11%
COc1ccc(Cl)c(Cn2c(NCC(C)O)nc3c2c(=O)n(C)c(=O)n3C)c1 (stereo not drawn)	-5%	0%	-15%	-9%	4%	2%[57.1 µM]	9%[57.1 µM]	-5	6%
Cc1ccc(S(=O)(=O)NCCC(=O)N2CCN(S(=O)(=O)c3ccccc3)CC2)cc1C	1%	-3%	9%	-5%	-24%	-9%	-2%	-9	-1%
COc1ccc(CNS(=O)(=O)c2csc(C(N)=O)c2)cc1OC	-2%&-2%	5%&2%	14%[11.4 µM]	-3%&-21%	3%&-5%	26%	1%	-3&-7	-2%&-14%
CC(C)NC(=O)CCSc1nc(-c2ccc3c(c2)OCO3)cc(C(F)(F)F)n1	-3%	1%	-31%	-6%	-4%	27%	22%	0	0%
Cc1csc(NC(=O)C2COc3ccccc3O2)n1 (stereo not drawn)	-12%	-1%	7%	-14%	2%	9%	-9%[57.1 µM]	0	7%
O=C(O)c1ccccc1Nc1ccc([N+](=O)[O-])cc1	4%	3%	-19%	-21%	-4%	0%[57.1 µM]	-26%[57.1 µM]	-4	2%
Cc1cc(C(=O)COC(=O)c2ccccc2O)c(C)n1CC1CCCO1 (stereo not drawn)	-15%	0%	-16%	-23%	1%	32%	3%	-3	1%
CCCCCNS(=O)(=O)c1cc(C)ccc1OC	-6%	0%	4%	-12%	5%	-3%	-6%	-2	3%
CC(C)(C)c1ccc(-c2noc(CCC(=O)Nc3cccc(Cl)c3)n2)cc1	-11%	1%	16%	-8%	0%	3%	-7%	1	-9%
N#Cc1cccc(S(=O)(=O)N2CCN(S(=O)(=O)c3ccc4c(c3)OCCO4)CC2)c1	-4%	4%	0%	.	.	2%	-2%	-19&-2	.
Cc1ccc(-c2nc3ccc(Cl)cn3c2CC(C)(C)C)cc1	-3%	-13%	.	-25%	?	.	.	4	29%
CC1Cc2ccccc2N1C(=O)CNc1cccc(S(=O)(=O)N2CCCC2)c1 (stereo not drawn)	-8%	-1%	?	?	-16%	13%[57.1 µM]	2%[57.1 µM]	-11	-1%
CC(C)OCc1c(C(=O)Nc2nccs2)oc2ccccc12	6%	-10%	-26%	-22%	4%	14%	3%	-1	0%
O=C(CCC1CCCN(C(=O)C2=CCCC2)C1)N1CCN(c2ccccn2)CC1 (stereo not drawn)	3%	1%	-42%	-14%	4%	1%	5%	-7	3%

These rows are one share of the data. The share of hits here may be higher or lower than overall.
